# Screening data as filed in PubChem.
# BCLXL inh: inhibitors of human Bcl-xL | 320,000 tested, 0.7% active | AID 2129 | GST-Bcl-xL / FITC-Bim BH3 peptide fluorescence polarization | inhibition, % at 10.9 µM | Q07817;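 active means inhibition above the mean of all tested compounds plus 3 SD, cutoff set per campaign, cut at about 30% in these data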;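 further: 0% = DMSO wells and 100% = unlabeled Bim-BH3 peptide competitor; inhibitors lower millipolarization by displacing the labeled peptide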
# pPAFAH inh: pPAFAH (human) enzyme inhibition. AID 463082. inhibition, % at 3.39 µM. 330,000 tested, 1.5% active. recombinant pPAFAH, FP-rhodamine probe fluorescence polarization. Q13093;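 active means inhibition above the mean inhibition across the screen plus 3 SD, cut at about 25% in these data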;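 further: inhibitors block binding of the rhodamine activity-based probe so polarization drops; 0% = enzyme with DMSO and 100% = wells lacking pPAFAH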
# PME-1 primary: PME-1 (human) inhibition | Q9Y570 | recombinant PME-1, FP-Rh probe fluorescence polarization | inhibition, % at 5.9 µM | 320,000 tested, 0.53% active | AID 2130;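 active means inhibition above the campaign mean of all compounds plus 3 SD, cut at about 26% in these data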;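 further: competitive labeling of PME-1 active site by serine hydrolase directed probe; 0% = PME-1 with DMSO and 100% = wells lacking PME-1 enzyme; inhibitors block probe labeling so polarization falls and inhibition rises; many of its hits are not listed in these tables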
# Fam108B counter: counter-screen for RBBP9 inhibitors: inhibitors of mouse Fam108B | recombinant Fam108B, FP-Rh probe fluorescence polarization | inhibition, % at 9.51 µM | 300,000 tested, 0.33% active;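 active means inhibition above the screen mean inhibition plus 3 SD, computed separately per campaign, cut at about 18% in these data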;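 further: inhibitors lower polarization as less probe binds the enzyme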
# GLD-1 TGE inh: GLD-1-TGE RNA interaction inhibition (C. elegans) | 320,000 tested, 0.44% active | Q17339 | inhibition, % at 5.96 µM | purified GLD-1 + fluorescein TGE RNA, fluorescence polarization;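 active means percent inhibition above a per-plate cutoff, the plate mean of test compounds plus 3 SD, cut at about 30% in these data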;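 further: 0% = DMSO wells with GLD-1 and probe and 100% = wells lacking GLD-1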
# PAFAH1B2 FP inh: inhibitors of human PAFAH1B2; recombinant PAFAH1B2, FP-rhodamine activity probe, fluorescence polarization; inhibition, % at 3.39 µM; 340,000 tested, 1.2% active; AID 492953;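 active means inhibition above the mean of all tested compounds plus 3 SD, cut at about 24% in these data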;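 further: 0% = enzyme with DMSO and 100% = wells lacking PAFAH1B2; many of its hits are not listed in these tables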
# Target sequence (P68402 whole entry, looked up): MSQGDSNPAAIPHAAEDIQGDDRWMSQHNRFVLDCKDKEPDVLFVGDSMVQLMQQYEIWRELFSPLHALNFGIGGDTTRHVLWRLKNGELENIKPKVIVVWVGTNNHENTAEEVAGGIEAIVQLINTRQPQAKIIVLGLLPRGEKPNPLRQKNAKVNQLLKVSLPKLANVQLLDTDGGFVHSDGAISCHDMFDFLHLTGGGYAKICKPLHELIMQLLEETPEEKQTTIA
# MCL1-BIM inh: MCL1-BIM-BH3 interaction inhibition (human) | 320,000 tested, 0.68% active | GST-MCL1 / FITC-Bim-BH3 fluorescence polarization | inhibition, % at 10.9 µM | Q07820;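 active means inhibition above the mean inhibition of all tested compounds plus 3 SD, set per campaign, cut at about 40% in these data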;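 further: 0% = DMSO wells and 100% = unlabeled Bim-BH3 peptide control; higher means more loss of mP so more displacement of Bim peptide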
# Target sequence (Q07820 whole entry, looked up): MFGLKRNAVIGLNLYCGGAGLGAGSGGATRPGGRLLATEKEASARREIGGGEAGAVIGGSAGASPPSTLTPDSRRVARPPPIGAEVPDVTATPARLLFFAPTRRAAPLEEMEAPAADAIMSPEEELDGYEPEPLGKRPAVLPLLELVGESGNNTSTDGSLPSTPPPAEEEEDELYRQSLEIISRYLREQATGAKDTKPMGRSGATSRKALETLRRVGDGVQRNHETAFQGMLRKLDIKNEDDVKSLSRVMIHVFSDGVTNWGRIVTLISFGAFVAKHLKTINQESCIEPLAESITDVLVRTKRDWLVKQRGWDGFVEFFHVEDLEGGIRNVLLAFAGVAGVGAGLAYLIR
# MEX-5 binding: C. elegans MEX-5 TCR-2 RNA binding activity | Q9XUB2 | MEX-5/FITC-TCR2 RNA binding, fluorescence polarization; stronger effect = lower value | activity score (negative = inhibition of binding), % at 10 µM | 300,000 tested, 0.38% active | AID 1832;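 active means inhibition past about -25% in most replicates, and total fluorescence under double the plate's negative control median, limit read from the data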;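 further: 0% = DMSO and -100% = 5 µM competing unlabeled TCR2 RNA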
# Target sequence (Q9XUB2 whole entry, looked up): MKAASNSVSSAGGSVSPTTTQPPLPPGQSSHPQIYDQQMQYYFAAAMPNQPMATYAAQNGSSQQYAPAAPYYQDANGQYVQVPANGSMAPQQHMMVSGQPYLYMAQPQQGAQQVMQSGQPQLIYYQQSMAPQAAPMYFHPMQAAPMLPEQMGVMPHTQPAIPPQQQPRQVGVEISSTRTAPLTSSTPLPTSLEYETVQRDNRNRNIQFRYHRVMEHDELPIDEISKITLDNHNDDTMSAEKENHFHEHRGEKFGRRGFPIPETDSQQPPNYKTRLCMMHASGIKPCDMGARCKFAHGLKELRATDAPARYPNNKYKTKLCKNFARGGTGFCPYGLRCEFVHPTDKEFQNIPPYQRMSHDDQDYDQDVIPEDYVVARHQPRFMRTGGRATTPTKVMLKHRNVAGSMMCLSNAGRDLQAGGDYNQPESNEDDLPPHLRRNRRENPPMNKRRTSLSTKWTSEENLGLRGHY
# AHR act: activators of human aryl hydrocarbon receptor | activation, % at 5 µM | AID 2796 | P35869 | AHR-responsive luciferase reporter cells, luminescence | 320,000 tested, 2.5% active; in the data active means activation above about 47%;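 further: 0% = vehicle wells and 100% = reference agonist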
# An asterisk follows results filed as active; · = not tested or not shown.
SMILES,BCLXL inh,pPAFAH inh,PME-1 primary,Fam108B counter,GLD-1 TGE inh,PAFAH1B2 FP inh,MCL1-BIM inh,MEX-5 binding,AHR act
CCOc1ccc(CN(C)C(=O)CCN2C(=O)c3ccccc3C2=O)cc1OC,0,-6,3,1,-1,2,-4,-0.7,0
COc1cc(CCC(=O)OCC(=O)Nc2nc(C)c(Cl)cc2Cl)cc(OC)c1OC,3,4,1,-2,0,-1,6,-2.8,0
CN(C)C(=O)CSc1nc(SCC(=O)N(C)C)n(-c2ccccc2)n1,5,0,-1,4,3,3,11,1.3,0
COc1ccc(Cn2nnnc2C(c2ccc3ncccc3c2)N2CCN(C3CCCCC3)CC2)cc1 (stereo unspecified),8,1,6,-3,-5,3,1,-1.4,-1
CC1=C(C(=O)Nc2ccccc2)C(c2ccncc2)C(C#N)=C(SCC(=O)NC2CC2)N1 (stereo unspecified),8,4,5,4,1,3,7,-3.6,2
COc1ccc(CCNS(=O)(=O)c2ccc(-n3cnnn3)cc2)cc1OC,1,1,-6,2,5,5,10,4.2,0
Cc1ccc(C(=O)c2ccc(N3CCN(C)CC3)c([N+](=O)[O-])c2)cc1,4,12,6,0,-1,2,3,0.0,1
C=CCNC(=O)C(=O)c1c(-c2ccccc2)[nH]c2ccccc12,4,0,0,-4,0,2,7,1.9,0
COc1ccc(C2(C#N)CCC(=O)N2c2ccccc2)cc1 (stereo unspecified),1,4,-9,1,4,2,-2,1.6,-4
O=C(CN1C(=O)NC2(CCOc3ccccc32)C1=O)NCCc1ccc(F)cc1 (stereo unspecified),·,2,·,·,2,10,·,·,3
CCOC(=O)C1=C(c2ccccc2)NC(SCC(=O)Nc2ccccc2C)=C(C#N)C1c1ccco1 (stereo unspecified),5,-4,-49,-35,5,1,-7,1.7,1
CC(C)C(=O)Nc1cc(C(F)(F)F)ccc1-n1ccnc1,0,4,-12,0,4,0,1,-0.5,5
Cn1c(/C(C#N)=C(\O)c2cccc(F)c2)nc2ccccc21,-4,5,-3,-4,2,-1,10,1.1,63*
Cc1ccc(CN(C(=O)c2ccccc2[N+](=O)[O-])C2CCS(=O)(=O)C2)o1 (stereo unspecified),1,6,-2,-1,-8,1,2,2.4,0
COc1ccc(N2C(=O)CC(C)(C)CC2=O)cc1OC,6,4,0,4,-3,1,7,0.3,2
O=C(CSc1ccc(-c2ccccn2)nn1)Nc1ccc(F)cc1F,6,4,1,-2,-2,0,8,0.8,9
COC(=O)Cn1nnc2c(cnn2-c2ccccc2)c1=O,5,0,3,-4,-1,1,3,-2.6,6
CC(=O)Nc1ccc(S(=O)(=O)N2CCC(C(=O)NCCC(=O)Nc3ccccc3)CC2)cc1,-1,3,1,4,2,1,-2,-1.2,0
N#Cc1cccc(NC(=O)CN2CCCCCC2)c1,-2,0,-1,2,1,-1,1,-3.8,-2
CCCN1CCN(C(=O)c2oc3c(Cl)cccc3c2C)CC1,6,3,-3,0,4,-3,-4,-0.8,3
CCN1CCN(S(=O)(=O)c2ccc(F)c(C(=O)Nc3c(F)cc(F)cc3Br)c2)CC1,9,0,3,-2,2,8,3,-0.7,3
COc1ccccc1/C=C/C1C(C(=O)OCC(C)C)=C(C)N=C2SCCC(=O)N21 (stereo unspecified),5,-3,-7,-3,3,2,5,1.3,5
O=C(CC1C(=O)NCCN1C(=O)c1ccc([N+](=O)[O-])cc1)Nc1ccc(F)cc1 (stereo unspecified),2,-2,2,5,-2,3,10,-1.5,-1
COc1ccc(C(=O)NC2CCN(C(=O)Nc3ccccc3Cl)CC2)cc1,-2,-1,-4,1,-2,5,0,0.7,3
Cc1cc(C)cc(N(CC(=O)NC(C)(C)C)C(=O)CNC(=O)c2cccs2)c1,9,2,-2,-1,-2,2,3,2.0,-2
Cc1nc(N2CCN(S(=O)(=O)c3ccccc3C#N)CC2)c2c(-c3ccccc3)csc2n1,1,3,13,·,4,0,2,·,2
O=C(N/N=C/c1cc(Br)ccc1O)C(=O)Nc1ccccc1OC(F)(F)C(F)F,2,18,-3,1,-11,-2,7,0.2,0
Cc1ccc(/C=C/C(=O)Nc2ccc(Oc3ccccc3)cc2)o1,5,-6,-22,-10,-1,0,1,3.0,-2
CCCS(=O)(=O)C(=C(Nc1ccc(OC)cc1)Nc1ccc(OC)cc1)S(=O)(=O)CCC,4,1,2,5,-12,2,3,3.4,-4
Cc1ccc(/C=C/S(=O)(=O)NCc2ccc(F)cc2)cc1,3,0,0,1,2,3,1,4.1,-3
Cc1occc1-c1nnc(SCC(=O)N2CCN(c3ccc(F)cc3)CC2)n1C,4,1,4,2,-5,4,7,1.5,-1
CCC(C(=O)NC1CC1)n1nc(C)c2c(C)n(-c3ccc(C)cc3)nc2c1=O (stereo unspecified),4,0,-1,3,10,6,6,0.3,0
COc1cc(C(=O)NCCc2ccc(S(=O)(=O)N3CCCC3)cc2)cc(OC)c1OC,7,3,2,5,7,4,3,-2.2,0
CCOC1(OCC)C(c2ccc(N)cc2)C(C#N)(C#N)C1(OCC)OCC (stereo unspecified),8,5,7,-1,-3,4,7,6.2,-1
CC(C)(C)Nc1nc2cc([N+](=O)[O-])ccc2o1,5,3,4,0,-3,3,2,1.7,-1
CSc1cccc(NC(=O)CN2C(=O)c3ccccc3S2(=O)=O)c1,2,0,6,0,5,-1,7,0.7,8
Cc1nc2c(ccc3nc(NC(=O)Cc4cccc5ccccc45)sc32)s1,4,-38,-20,-27,2,-37,2,-0.4,25
COc1ccccc1CCNC(C)CCc1ccc(O)cc1 (stereo unspecified),1,-6,-10,-2,0,4,13,1.6,10
COc1ccc(-c2c(C#N)c(N)nc3c2CCCCCC3)cc1OC,-4,-1,-3,0,-2,-5,-1,1.6,-3
COc1ccccc1NC(C)C(=O)N/N=C/c1ccccc1OCc1cccc(Br)c1 (stereo unspecified),-11,8,8,2,-1,1,-5,-0.9,52*
COc1ccccc1NC(=O)COC(=O)c1ccc2ccccc2n1,·,18,·,·,3,9,·,·,31
COC(=O)c1ccc(Nc2cc(C)nc3ccc(C)cc23)cc1,5,2,-2,0,3,4,3,-4.5,13
N/C(=N\OC(=O)CCC1CCCC1)c1ccccc1,1,6,-3,-5,7,6,-9,-0.5,-2
O=C1C(Cc2ccccc2)NC(=S)N1Cc1ccccc1 (stereo unspecified),9,0,4,3,6,10,12,0.9,-1
O=C(Nc1ccc(F)cc1)OCCN1CCN(Cc2ccccc2)CCC1=O,-1,-1,-8,2,-8,11,7,-0.3,2
CCCN(CCC)S(=O)(=O)c1ccc(C(=O)NNc2nc(-c3ccccc3)c3cc(Br)ccc3n2)cc1,3,-9,-23,-7,-1,-9,1,0.7,8
Cc1cccc(C)c1OCCCCN1CCNCC1,5,4,2,-1,10,5,1,0.5,-3
O=c1[nH]c(Cc2ccccn2)nc2scc(-c3ccccc3Cl)c12,1,13,3,0,1,-1,-4,2.3,0

# Single values from the entries so far:
# Reading for Cn1c(/C(C#N)=C(\O)c2cccc(F)c2)nc2ccccc21 under Fam108B counter: -4
# Reading for O=C(CN1C(=O)NC2(CCOc3ccccc32)C1=O)NCCc1ccc(F)cc1 (stereo unspecified) under pPAFAH inh: 2
# Reading for Cc1cccc(C)c1OCCCCN1CCNCC1 under BCLXL inh: 5

# Next entries follow:
SMILES,BCLXL inh,pPAFAH inh,PME-1 primary,Fam108B counter,GLD-1 TGE inh,PAFAH1B2 FP inh,MCL1-BIM inh,MEX-5 binding,AHR act
CCc1cccc(NC(=O)CCCCCC2NC(=O)NC2C)c1 (stereo unspecified),4,0,-2,1,10,-3,4,0.2,6
CC(C)C(NC(=O)CSCc1ccc([N+](=O)[O-])cc1)C(C)C,-2,7,6,-2,5,9,-9,0.9,0
CCOc1ccc(C2/C(=C(/O)c3ccc(S(=O)(=O)N4CCCCC4)cc3)C(=O)C(=O)N2CCCOC)cc1OC (stereo unspecified),3,-4,2,1,2,2,7,1.1,9
Cc1nc2ccc(N=NN(C)C)cc2[nH]1,10,6,5,3,3,4,10,-2.8,20
CCOC(=O)N1CCN(C(=O)CCCN2C(=O)CSc3nc(C)cc(C)c32)CC1,4,3,-3,0,2,1,4,-0.5,0
O=C(Nc1nc2ccccc2[nH]1)c1ccccc1O,0,6,0,3,6,1,2,1.8,26
CC(=O)c1c(C)[nH]c(C(=O)CSc2nnc(C)s2)c1C,-3,2,1,-3,2,7,-5,2.0,68*
COC(=O)c1ccc(NC(=O)c2cc3c(CO)cnc(C)c3oc2=Nc2cccc(C(N)=O)c2)cc1,0,2,4,-4,-9,6,0,-0.2,2
CCOC(=O)N1CCN(C(=O)CN2C(=O)NC(C)(c3ccc4ccccc4c3)C2=O)CC1 (stereo unspecified),4,1,-2,·,3,2,6,·,0
COc1ccc(OC)c(NC(=O)CSc2nnc(CNc3ccc(C)cc3C)o2)c1,13,1,1,5,7,1,10,1.4,13
COc1cc(OC)nc(-n2ncc(Br)c(Br)c2=O)n1,3,6,-2,0,6,3,-7,·,0
CC(C)c1ccc(O)c(NC(=O)c2cccnc2)c1,1,2,4,1,2,6,1,0.2,21
Cc1ccc(C)c(NC(=O)CSc2nnc(Cc3cccn3C)n2-c2ccc(F)cc2)c1,-1,15,-2,1,2,8,-5,1.2,1
Cc1ccccc1Cn1c2ccccc2c2cnn(CC(=O)NCCCN3CCOCC3)c(=O)c21,-1,0,-3,-1,5,4,4,-1.3,2
COc1ccccc1C1NC(=O)NC(C)=C1C(=O)OC1CCC(C)CC1 (stereo unspecified),0,-2,0,6,5,4,-2,-0.9,-6
CCCCN(C)C(=O)C1CCN(CCCc2ccccc2)CC1,1,3,-2,0,-4,7,-6,0.9,0
CN(C)c1ccc(NC(=O)COC(=O)CCC(=O)c2ccc(F)cc2)cc1,5,14,-3,2,7,3,1,0.2,4
CC(Sc1nnc(Nc2ccccc2)s1)C(=O)NC1CCCc2ccccc21 (stereo unspecified),-2,-9,9,-3,2,-1,-19,-4.3,1
COc1ccc(C2=NN(CC(=O)NCc3ccco3)C(=O)CC2)cc1,4,-2,-15,4,0,3,10,-0.8,-1
CCOC(=O)[C@H]1[C@H]2COc3ccc(Br)cc3[C@@H]2N2C(=O)c3c(C)cc(C)cc3NC(=O)[C@@]12C,·,1,·,·,1,-2,·,·,3
Nn1cc(-c2ccccc2)nc1SCC(=O)N1CCN(S(=O)(=O)c2ccccc2)CC1,2,1,-3,4,-1,1,-2,-0.3,52*
COC(=O)C1=C(C)Nc2ccc(C)cc2S1,11,0,-1,2,-3,3,6,1.4,18
Cc1ccc(S(=O)(=O)N(C)c2ccc(C(=O)N(CC(C)C)C3CCS(=O)(=O)C3)cc2)cc1 (stereo unspecified),-4,1,3,2,3,2,-10,-1.6,-2
Cc1ccc2nc(CSc3nnc(Nc4ccccc4C)s3)cc(=O)n2c1,11,9,11,-5,4,3,21,1.6,5
Cc1c(NC(=O)c2cccc(-c3cc4ccccc4oc3=O)c2)cccc1-c1nc2ncccc2o1,0,-10,-59,-53,0,-14,0,-1.3,-5
Cc1ccc(C)n1-c1ccc(NC(=O)c2ccccc2)cc1,4,9,7,4,-4,3,-7,0.1,5
CCOC(=O)c1c(/N=C/C2C(=O)CCCC2=O)sc2c1CCCC2,3,12,3,2,-6,·,6,-0.7,3

# Not all compounds are listed; count on the stated rates, not on these rows.
